# Assay outcomes: PubChem, Sanford-Burnham Center for Chemical Genomics
# Scp1 inh = blocks human Scp-1 phosphatase activity; Q9GZU7; Recombinant Scp1, phosphopeptide, malachite green phosphate absorbance; inhibition, % at 20 µM; 340,000 compounds, 0.88% hits;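 active = inhibition above about 50% at 20 µM, limit read from the data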;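 note: plate controls were DMSO wells with enzyme for no effect and wells lacking enzyme for full effect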
#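 Assay system: SCP-1 catalytic fragment, aa 76-261 | Buffer or medium: Tris acetate buffer pH 5.5 with MgCl2 and Tween-20 | Compound: One concentration, 20 µM, with 1.0% DMSO | Also added: Phospho 17-mer peptide substrate | Signal: Absorbance at 630 nm | Incubation: 45 min enzyme reaction at room temperature | Measure: % inhibition of SCP-1 phosphate liberation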
# LMPTP inh = blocks human LMPTP phosphatase; inhibition, % at 20 µM; P24666; 360,000 compounds, 0.22% hits; recombinant LMPTP-A, OMFP fluorogenic substrate, fluorescence intensity;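 active = compounds that cut the enzyme signal by at least half of the control window in the single-dose screen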;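 note: plate controls were DMSO wells with enzyme plus substrate for no effect and substrate without enzyme for full effect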
# Target sequence (P24666 whole entry, looked up): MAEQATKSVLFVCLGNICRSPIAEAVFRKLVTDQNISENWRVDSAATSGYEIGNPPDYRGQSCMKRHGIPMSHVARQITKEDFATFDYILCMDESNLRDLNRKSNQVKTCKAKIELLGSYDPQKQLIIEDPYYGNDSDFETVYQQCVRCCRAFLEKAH
#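 Assay system: LMPTP-A phosphatase enzyme | Input: 0.625 nM enzyme | Also added: Fluorogenic phosphatase substrate OMFP at 400 µM final | Compound dosing: One test concentration per compound, 20 µM, with 3% DMSO overall | Schedule: 50 min enzyme reaction at room temperature, protected from light | Signal: Fluorescence intensity | Benchmarks: no-enzyme and uninhibited controls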
# STEP inh = inhibitors of human striatal-enriched phosphatase STEP; P54829; inhibition, % at 20 µM; AID 588621; 360,000 compounds, 0.25% hits; recombinant STEP, OMFP fluorogenic substrate, fluorescence;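 active = inhibition at 20 µM, scaled per plate between control wells, above about 37%, limit read from the data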;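 note: 0% = DMSO with enzyme and substrate and 100% = substrate only without enzyme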
#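 Assay system: isolated STEP enzyme. Buffer or medium: pH 6.0 Bis-Tris with DTT and Tween 20. Also added: fluorogenic phosphatase substrate OMFP at 25 µM final. Dosing: 20 µM, 1% DMSO. Timing: 20 min reaction, room temperature, in the dark. Measured by: fluorescence intensity, excitation 480 nm, emission 540 nm. Evaluation: normalized % inhibition.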
# SUMO1-SIM PPI = modulators of human SUMO1-mediated protein-protein interactions. AID 602429. inhibition, % at 20 µM. P63165. 360,000 compounds, 0.33% hits. SUMO1 binding to a labelled peptide, TR-FRET, 1 h; in the data active = inhibition above about 37%
# Rpn11 block = inhibitors of human proteasome Rpn11 | O00487 | human 26S proteasome, Ub4-pepOG fluorescence polarization; 20S core pre-blocked with epoxomicin | calls only at 20 µM | 360,000 compounds, 0.59% hits | AID 588493;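 active = inhibition at 20 µM, scaled to each plate's controls, above about 33%, limit read from the data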
# MT1-MMP act inh = blocks activation of human MT1-MMP | P50281 | HT1080 RFP-PRO-GFP cells, GFP/RFP ratio fluorescence, overnight; percent of plate control window, DMSO zero | GFP/RFP ratio change, % at 20 µM | 360,000 compounds, 0.061% hits;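 active = GFP/RFP ratio change of at least 30% with cell ATP level not reduced by more than half and red fluorescence within 50% of control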; note: strong numbers were not always called active
#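 Test system: HT1080 RFP-PRO-GFP cells; Benchmarks: DMSO and RFP-L50D-GFP cell wells; Timing: cells overnight before dosing, compound overnight, 37 °C, 5% CO2; Compound: one 20 µM compound dose with 1% DMSO; Read-out: GFP/RFP fluorescence ratio.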
# DNMT1 block = blocks human DNA methyltransferase DNMT1; P26358; inhibition (reported as % activation of signal), % at 10 µM; AID 588458; 360,000 compounds, 0.83% hits; DNMT1 molecular beacon, Hinp1I cleavage, fluorescence; in the data active = inhibition above about 50%
# SKN-1 block = C. elegans SKN-1 inhibition; 360,000 compounds, 0.49% hits; C. elegans VP596 Pgst-4::GFP/RFP ratio, acrylamide-induced, 24 h; inhibition, % at 21.8 µM;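 active = interference check ratio from 0.5 to 1.5 plus GFP to RFP signal ratio inhibition reaching or exceeding a fixed threshold, cut at about 30% in these data, passing the limit was not always enough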; note: some compounds called inactive have numbers as strong as hits
# NadD block = inhibitors of Staphylococcus aureus NadD; purified NadD enzyme, colorimetric absorbance read-out; inhibition, % at 20 µM; 360,000 compounds, 0.78% hits; in the data active = inhibition above about 26%; note: some compounds past the cut are filed as inactive
# NRP1-CendR mod = modulators of CendR peptide binding to human neuropilin-1 | O14786 | FAM-RPARPAR peptide binding to NRP-1, fluorescence polarization | inhibition, % at 25 µM | 360,000 compounds, 0.85% hits | AID 602438;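 active = inhibition or corrected inhibition above about 18%, plus a signal ratio from 0.5 to 1.5, limit read from the data, passing the limit was not always enough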; note: strong numbers were not always called active
# Target sequence (O14786 whole entry, looked up): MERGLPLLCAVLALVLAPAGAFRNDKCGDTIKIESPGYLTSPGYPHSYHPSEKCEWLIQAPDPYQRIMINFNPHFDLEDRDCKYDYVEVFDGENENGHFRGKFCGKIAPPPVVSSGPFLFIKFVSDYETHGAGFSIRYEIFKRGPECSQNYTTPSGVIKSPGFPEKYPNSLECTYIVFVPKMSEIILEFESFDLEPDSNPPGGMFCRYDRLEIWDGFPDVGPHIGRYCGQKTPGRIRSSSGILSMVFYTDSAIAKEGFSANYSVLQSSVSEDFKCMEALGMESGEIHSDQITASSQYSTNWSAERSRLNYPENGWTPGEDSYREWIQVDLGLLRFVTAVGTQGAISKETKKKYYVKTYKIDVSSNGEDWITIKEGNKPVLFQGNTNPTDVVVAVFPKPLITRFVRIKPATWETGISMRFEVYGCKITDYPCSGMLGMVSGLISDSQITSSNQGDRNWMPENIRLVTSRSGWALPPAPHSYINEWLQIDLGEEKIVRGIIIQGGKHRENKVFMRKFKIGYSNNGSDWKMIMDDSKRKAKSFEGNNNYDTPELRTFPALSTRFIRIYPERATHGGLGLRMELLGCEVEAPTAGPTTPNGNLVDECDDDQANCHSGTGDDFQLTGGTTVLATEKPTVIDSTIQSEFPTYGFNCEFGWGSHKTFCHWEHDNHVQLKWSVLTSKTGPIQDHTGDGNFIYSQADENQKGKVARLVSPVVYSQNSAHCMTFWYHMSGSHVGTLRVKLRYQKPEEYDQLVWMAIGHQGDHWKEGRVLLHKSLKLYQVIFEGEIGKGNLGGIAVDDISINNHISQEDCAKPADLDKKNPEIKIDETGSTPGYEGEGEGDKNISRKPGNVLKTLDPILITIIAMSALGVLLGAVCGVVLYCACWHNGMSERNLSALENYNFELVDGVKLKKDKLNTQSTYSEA
# An asterisk follows results filed as active; i = inactive; · = not tested or not shown. This is a random part of the collection. Share with any hit: about 3.9%.
structure	Scp1 inh	LMPTP inh	STEP inh	SUMO1-SIM PPI	Rpn11 block	MT1-MMP act inh	DNMT1 block	SKN-1 block	NadD block	NRP1-CendR mod
COc1cc(NC(=O)c2ccco2)c(OC)cc1NC(=O)c1cc(OC)c(OC)c(OC)c1	-13	-0.8	4	4	i	20	0	7	-6	-1
COc1cc(/C=N/NC(=O)c2cccc(N3CCCC3=O)c2)ccc1O	-5	0.6	-1	-9	i	1	0	-10	-5	4
CCOP(=O)(c1ccc(N(C)C)cc1)C(O)c1c(Cl)cccc1Cl (stereo not given)	-8	0.0	1	-2	i	4	5	1	-2	1
COc1ccc(N=C2C(=O)Nc3ccc(C)c(Br)c32)cc1	-3	2.4	5	-23	i	-2	4	2	-8	4
O=[N+]([O-])c1ccc2c(c1)C(O)n1nc(-c3ccccc3)nc1S2 (stereo not given)	-2	-1.0	-1	-5	i	2	5	13	-1	7
Cc1ccc(-n2nc3c(N4CCC(C(=O)NCCc5cccs5)CC4)nnc(C)c3c2C)cc1	11	7.7	1	-29	i	-10	-4	-6	8	-10
Cc1onc(-c2c(F)cccc2Cl)c1C(=O)OCc1nnc(-c2ccccc2)o1	-21	0.3	-4	5	i	-1	-1	11	-7	0
C=CCSc1nc2sc3c(c2c(=O)n1CC)CCC3	18	3.7	8	7	i	-2	13	11	-5	4

# Copied from the listing for reference:
structure	Scp1 inh	LMPTP inh	STEP inh	SUMO1-SIM PPI	Rpn11 block	MT1-MMP act inh	DNMT1 block	SKN-1 block	NadD block	NRP1-CendR mod
Cc1onc(-c2c(F)cccc2Cl)c1C(=O)OCc1nnc(-c2ccccc2)o1	-21	0.3	-4	5	i	-1	-1	11	-7	0
C=CCSc1nc2sc3c(c2c(=O)n1CC)CCC3	18	3.7	8	7	i	-2	13	11	-5	4

# The results go on:
structure	Scp1 inh	LMPTP inh	STEP inh	SUMO1-SIM PPI	Rpn11 block	MT1-MMP act inh	DNMT1 block	SKN-1 block	NadD block	NRP1-CendR mod
CCOc1ccc(OCC)c(S(=O)(=O)n2ccnc2C)c1	6	-2.3	-2	-1	i	1	6	5	3	7
Nc1nccc(/C=C/c2c(Cl)cccc2Cl)n1	-7	0.9	3	-17	i	-7	-1	16	-10	-2
O=c1c2ccccc2nnn1CSc1ccccc1F	-13	-0.8	1	-6	i	-2	2	21	-8	8
Cc1ccc(CC2(O)CC(C)N(C)CC2C)c(C)c1 (stereo not given)	-2	3.2	-4	1	i	-9	5	17	0	0
COC(=O)c1c(NC(=O)CSc2n[nH]c(N)n2)sc(C)c1C	1	1.9	1	1	i	-1	-10	-5	-4	6
O=C(/C(=C/O)N=Nc1ccccc1)c1cccs1	-11	1.8	-1	-7	i	4	-2	11	2	0
CC(=O)Nc1ccc(C(=O)NCC(=O)OCc2c(F)cccc2Cl)cc1	-5	-1.3	0	-1	i	6	0	-6	-4	6
CCN(Cc1ccccc1)C(=O)c1oc2ccc(S(=O)(=O)N3CCOCC3)cc2c1C	-10	0.9	-3	2	i	0	-1	13	0	6
Cc1ccccc1OCCC(=O)OCC(=O)Nc1ccc(N2CCOCC2)cc1	-4	-0.9	3	2	i	1	-2	5	-7	1
O=C1CN(C(=O)c2ccccc2Br)C(c2ccc(F)cc2)c2cc(F)ccc2N1 (stereo not given)	-4	0.2	1	2	i	-13	2	2	2	5
CCOC(=O)/C=C/C(=O)Nc1ccc(S(=O)(=O)Nc2cc(OC)nc(OC)n2)cc1	·	-1.2	-1	11	i	-2	5	-6	-1	-7
Cc1cccc(N(CC(=O)N/N=C/c2ccc(C(=O)O)cc2)S(=O)(=O)c2ccccc2)c1C	5	-0.9	-1	-1	i	5	0	-10	2	-10
CCC(C)CN1C(=O)CSCC1(C)C(=O)Nc1c(C)cccc1C (stereo not given)	·	-0.6	·	-1	·	5	·	-1	·	3
COC(=O)C(=Cc1ccc(-c2ccsc2C(=O)OC)o1)C(=O)OC	0	0.5	-4	-8	i	-2	-1	9	-5	-4
CCCCCCCC1CC(/C(C)=N/NC(N)=O)OC1=O (stereo not given)	-8	-0.3	0	3	i	3	-1	3	-3	1
O=C(Nc1cccc(C(=O)N2CCN(Cc3ccccc3)CC2)c1)c1ccccc1	-16	0.2	0	-1	i	6	-4	8	6	8
CC(C)(C)C(=O)Nc1ccc(Cc2ccncc2)cc1	-10	-2.2	0	3	i	1	0	-7	2	5
Cc1nn2c(NCc3cccnc3)c3c(nc2c1-c1ccccc1)CCC3	4	2.5	0	14	i	0	0	20	-4	-3
COc1ccc(/C=C2\C(=O)c3ccccc3OC2c2ccccc2)cc1 (stereo not given)	-22	5.2	2	-4	i	-3	-1	12	-6	10
COc1ccc(NC(=O)/C(Cl)=C(/Cl)S(=O)(=O)Cc2ccccc2)cn1	-12	-1.7	-4	4	i	9	38	-2	-2	-2
COc1ccc(S(=O)(=O)N2CCC(C(=O)N3CCCC3)CC2)cc1	-3	-1.4	-3	-3	i	-11	1	12	-4	-4
CCc1cc(C(=O)N2CCCc3ccccc32)sc1C	-8	0.9	1	17	i	-2	1	9	0	9
Cc1ccnc2nc(C(=O)Nc3nnc(CC(C)C)s3)nn12	5	-3.2	0	3	i	-5	0	19	-4	0
COC(=O)[C@@H]1C[C@]2(Br)c3ccccc3N(S(=O)(=O)c3ccccc3)[C@@H]2N1C(=O)OC	-3	-1.4	-1	0	i	-1	4	-10	2	8
Cc1cccc(C(=O)N/C(=C\c2ccc(C)o2)C(=O)O)c1	6	-1.3	3	2	i	0	6	-3	3	7
O=C(CCNC(=O)c1ccc(Cl)cc1)Nc1ccc(S(=O)(=O)N2CCCCC2)cc1	-11	-1.1	2	3	i	1	2	6	-3	-3
COC(=O)c1ccc2c(=O)n(CCCCCC(=O)NCc3ccc4c(c3)OCO4)c(=O)[nH]c2c1	-7	11	0	-2	i	4	19	15	16	-16
Cc1ccc(C(=O)NCCSC2CCCCC2)cc1S(=O)(=O)Nc1ccccc1	-13	1.9	0	-3	i	-7	-3	7	1	-6
O=C(CSc1ccc2c(c1)OCCO2)NC(=O)Cc1ccccc1	0	-0.2	0	-1	i	1	1	5	0	13
Cc1c(NS(=O)(=O)c2cc(C(=O)NCCc3ccc(F)cc3)cc(Cl)c2Cl)c(=O)n(-c2ccccc2)n1C	-3	2.4	0	-2	i	1	-2	13	5	-5
COC(CN1C(=O)C(=O)/C(=C(/O)c2ccccc2)C1c1ccccn1)OC (stereo not given)	-4	-0.3	-1	-5	i	1	-2	-3	3	-5
O=C(N/N=C/c1coc2ccc(Cl)cc2c1=O)c1ccncc1	-4	-1.8	-4	-3	i	-6	2	3	5	-55
CCOc1ccc(OCCN2C(=O)c3ccccc3C2=O)cc1	-13	1.1	3	-3	i	2	2	22	-9	-9
O=c1c(-c2ccc(O)cc2)coc2c([C@@H]3O[C@H](CO)[C@@H](O)[C@H](O)[C@H]3O)c(O)ccc12	-4	1.6	0	-6	i	-3	4	10	1	24*
C=C(C)C(COc1c2occc2cc2ccc(=O)oc12)OC(C)(C)C(O)COc1c2occc2cc2ccc(=O)oc12 (stereo not given)	-1	-0.2	3	3	i	1	4	10	0	-20
CCOc1ccccc1CN1CCCC(CNC(=O)Cc2ccc(OC)cc2)C1 (stereo not given)	-4	-0.2	-2	1	i	-1	4	5	-13	1
CCOc1ccc(CN(CC)C(=O)Cc2c[nH]c3ccccc23)cc1OC	-6	0.9	-1	-6	i	0	-3	-2	-1	6
CC(c1ccco1)N(C(=O)c1ccc(Cl)c([N+](=O)[O-])c1)c1ccccn1 (stereo not given)	-1	0.0	0	-8	i	0	2	-8	-3	10
CCOc1ccccc1N(C)S(=O)(=O)c1ccc2c(c1)CCN2C(=O)CCC(=O)O	-2	-0.1	1	8	i	3	0	-2	-1	1
CN(c1ccccc1)c1ccc(/C=N/N2CCOCC2)cc1	-1	0.2	2	-5	i	4	0	8	-2	2
COc1cc(/C=N/NC(=O)C(=O)NCC2CCCO2)ccc1O (stereo not given)	3	-1.1	-1	-9	i	4	0	4	1	39*
COc1ccc(Cn2cc(CN3CC(N4CCN(Cc5ccccc5F)CC4)CS3(=O)=O)nn2)cc1 (stereo not given)	·	0.0	·	-1	·	6	·	19	-7	5
COC(=O)c1[nH]c2cccc(OC)c2c1NC(=O)CN1CCOCC1	0	-1.0	1	1	i	7	-1	5	0	-7
CCOc1ccc(NC(=O)Cn2nnc(-c3ccc(C(N)=O)cc3)n2)cc1S(=O)(=O)N1CCCC1	-6	0.7	-1	6	i	13	-4	-7	5	4
CSc1ncccc1C(=O)N1CCCC(CCC(=O)NCc2ccccc2F)C1 (stereo not given)	-4	-0.1	3	0	i	1	-1	2	-3	12
CC(C(=O)c1ccccc1)[n+]1cccc(Br)c1 (stereo not given)	-15	-1.4	0	15	i	-4	-1	-15	-6	-1
O=C(CN(Cc1ccc2c(c1)OCO2)C(=O)CNS(=O)(=O)c1ccccc1)NCc1ccco1	-2	-1.9	1	4	i	-1	0	-12	-4	2
CC1CCN(C(=O)COC(=O)c2ccc3c(c2)OCO3)CC1	-2	0.3	1	1	i	4	4	2	0	1
COc1cccc(/C=N/NC(=O)CNC(=O)/C=C\c2ccccc2)c1O	-11	-0.1	3	-1	i	9	-1	-1	2	0
CC(=O)Nc1ccc(N=Cc2ccc(OCc3ccccc3)cc2)cc1	-4	-1.1	-1	-1	i	2	-11	-4	-7	0
CC1(C(=O)NS(=O)(=O)c2cccc(F)c2)CCN1C(=O)CCC1CCCC1 (stereo not given)	·	-0.4	2	1	i	1	0	-1	-9	5
CCCOc1ccc(C(=O)NCCCn2ccnc2)cc1	-6	1.1	1	5	i	3	2	9	2	4
Cc1cccc(OCC(=O)Nc2ccc3c(c2)OCCO3)c1	-6	-1.6	3	-3	i	1	-3	6	0	6
CCOc1ccc(C(=O)N2CCN(S(=O)(=O)c3ccc4c(c3)OCCO4)CC2)cc1OCC	1	-0.2	1	0	i	·	-1	-4	4	12
O=C(COC(=O)c1ccc(Cl)nc1)Nc1ncc(Cl)cc1Cl	2	-0.4	-3	7	i	-8	3	9	-9	-28
